SENP8 block-1 = inhibitors of human SENP8 protease; AID 2540; 1.2% of 330,000 active; purified SENP8, Z-RLRGG-aminoluciferin cleavage, luminescence; inhibition, % at 10 µM; in the data active means inhibition above about 50%
Target sequence (Q96LD8 whole entry, looked up): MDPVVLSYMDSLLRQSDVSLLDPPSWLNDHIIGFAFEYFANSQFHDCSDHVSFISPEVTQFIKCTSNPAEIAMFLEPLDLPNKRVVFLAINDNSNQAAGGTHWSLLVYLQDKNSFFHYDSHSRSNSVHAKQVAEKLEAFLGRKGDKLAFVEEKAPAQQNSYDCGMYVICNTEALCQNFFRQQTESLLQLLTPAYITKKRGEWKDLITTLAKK
SENP8 block-2 = blocks human SENP8 cleavage of Nedd8 substrate; inhibition, % at 20 µM; AID 602440; 0.64% of 360,000 active; recombinant SENP8, Nedd8 substrate fluorescence; in the data active means inhibition mostly above about 40%, no sharp cut-off; inactive means mostly below about 27%
HKDC1 inh = blocks human hexokinase HKDC1 activity | recombinant HKDC1, G6PDH/diaphorase resazurin coupled fluorescence | inhibition, % at 20 µM | 0.16% of 340,000 active;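 active means inhibition above about 35% when tested at 20 µM, limit read from the data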;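 further: plate controls were DMSO wells with enzyme for no effect and DMSO wells lacking enzyme for full effect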
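Test system: recombinant HKDC1 (HK5) hexokinase enzyme, produced in-house; Amount: enzyme 5 µg/mL final; Buffer or medium: Tris pH 8.0 buffer with MgCl2, Tween-20, BSA, BME; Reagent: glucose and ATP substrates; Doses: 20 µM test compound, 1% DMSO; Incubation: 90 min reaction incubation at room temperature, dark; Detection: resorufin fluorescence at 613 nm.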
SENP6 block = blocks the human protease SENP6 | Q9GZR1 | Recombinant SENP6 catalytic domain, aminoluciferin luminescence | inhibition, % at 10 µM | 1.8% of 330,000 active | AID 2599;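 active means inhibition above about 50% at the single tested dose, limit read from the data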;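 further: plate controls were DMSO wells with enzyme for no effect and DMSO wells lacking enzyme for full effect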
Target sequence (Q9GZR1 628-1112 limits assumed): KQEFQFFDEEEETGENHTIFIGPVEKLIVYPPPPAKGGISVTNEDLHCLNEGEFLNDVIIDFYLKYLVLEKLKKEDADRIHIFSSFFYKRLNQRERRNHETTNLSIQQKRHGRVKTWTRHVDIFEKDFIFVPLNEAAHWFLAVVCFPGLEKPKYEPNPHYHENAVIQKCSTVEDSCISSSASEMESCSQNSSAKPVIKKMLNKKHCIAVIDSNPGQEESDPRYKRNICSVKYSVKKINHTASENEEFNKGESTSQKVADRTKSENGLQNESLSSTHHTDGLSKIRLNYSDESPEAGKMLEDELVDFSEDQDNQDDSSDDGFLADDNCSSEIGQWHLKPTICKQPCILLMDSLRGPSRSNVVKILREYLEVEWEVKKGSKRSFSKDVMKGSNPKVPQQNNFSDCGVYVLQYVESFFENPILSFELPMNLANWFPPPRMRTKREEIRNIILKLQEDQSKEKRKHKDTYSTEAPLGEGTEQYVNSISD
PfG6PD inh = PfG6PD (Plasmodium falciparum) enzyme inhibition. PfGluPho enzyme, NADPH resazurin-diaphorase fluorescence. AID 504690. 0.78% of 350,000 active. inhibition, % at 20 µM;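 active means inhibition reaching at least a set limit at 20 µM in the primary screen, cut at about 59% in these data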;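 further: 0% = DMSO wells with substrate and 100% = DMSO wells lacking glucose-6-phosphate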
SENP1 inh = inhibitors of human SENP1 SUMO protease catalytic domain; 0.21% of 360,000 active; recombinant SENP1 catalytic domain, CyPet-SUMO1-YPet FRET cleavage; Q9P0U3; inhibition, % at 10 µM;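 active means inhibition at least 30% at 10 µM, raw YFP signal under a set limit, fluorescence ratio 0.5 to 1.5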;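 further: 0% = enzyme with DMSO and 100% = no enzyme wells; some results filed as inactive read as strong as hits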
Target sequence (Q9P0U3 419-644 limits assumed): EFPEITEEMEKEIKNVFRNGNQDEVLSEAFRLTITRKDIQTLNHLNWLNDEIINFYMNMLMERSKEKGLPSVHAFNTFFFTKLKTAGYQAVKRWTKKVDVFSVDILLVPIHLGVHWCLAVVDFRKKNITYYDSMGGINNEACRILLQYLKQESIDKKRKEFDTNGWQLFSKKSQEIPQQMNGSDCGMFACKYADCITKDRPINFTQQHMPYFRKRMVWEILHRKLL
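Controls: no-enzyme wells low, DMSO-plus-enzyme wells high control. Test system: human recombinant His6-tagged SENP1 catalytic domain enzyme. Reagent: SFCypet-SUMO1-SFYpet FRET protein substrate, 25 nM final. Doses: one dose per compound, 10 µM, 0.5% DMSO. Detection: FRET, CFP and YFP emission. Timing: 50 min reaction at room temperature.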
NLRP3 yeast inh = blocks the NALP3 inflammasome reconstituted in yeast. 0.39% of 330,000 active. AID 2825. Yeast reconstituted NLRP3/ASC/caspase-1, beta-gal luminescence, 24 h. inhibition, % at 10 µM;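 active means inhibition of 50% or more; inactive means inhibition below 50%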;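 further: plate controls were induced DMSO wells for no effect and uninduced yeast grown without galactose for full effect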
Apaf-1 inh = blocks human Apaf-1 apoptosome activity | O14727 | reconstituted apoptosome caspase-3 activity, DEVD-Rh110 fluorescence | inhibition, % at 20 µM | 0.71% of 330,000 active; active means inhibition of at least 40% at 20 µM;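 further: plate controls were DMSO wells for no effect and DEVD-CHO caspase inhibitor wells for full effect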
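Material: biochemical Apaf-1 apoptosome reconstitution. Medium: Hepes buffer, pH 7.5. Also added: cytochrome c activation, bis-DEVD rhodamine 110 substrate. Timing: 30 min compound preincubation, 50 min activation, room temperature. Measured by: rhodamine 110 fluorescence at Ex 480/Em 540 nm.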
SENP7 block = SENP7 protease inhibition; recombinant SENP7, Z-RLRGG-aminoluciferin luminescence, 40 min; inhibition, % at 5 µM; AID 434973; Q9BQF6; 1.5% of 330,000 active;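 active means inhibition above about 50% at the single test dose, limit read from the data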;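 further: plate controls were DMSO with enzyme for no effect and no enzyme buffer wells for full effect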
Starred values were filed as active, the others as inactive; i = inactive; nt = no result given. The order is random; overall some 4.1% were active at least once.

SMILES | SENP8 block-1 | SENP8 block-2 | HKDC1 inh | SENP6 block | PfG6PD inh | SENP1 inh | NLRP3 yeast inh | Apaf-1 inh | SENP7 block
COC(=O)c1ccc(NC(=O)CN(c2ccc3c(c2)OCO3)S(C)(=O)=O)cc1 | 0 | 3 | -4 | 5 | 1 | 2 | 17 | 0 | -7
CCOc1ccc(NC(=O)c2cc(C)nc3ccccc23)cc1 | 10 | -1 | -6 | -1 | 6 | 1 | 16 | 4 | 12
COC(=O)c1cccnc1SCc1ccccc1 | -8 | 11 | 0 | -3 | 2 | -1 | 14 | 7 | -1
Cc1nc(N2CCCCC2)sc1C=O | 1 | nt | nt | 4 | nt | nt | 13 | 0 | 11
CCN(C(=O)c1ccc(S(C)(=O)=O)cc1)C12CC3CC(CC(C3)C1)C2 | 4 | 19 | -8 | 5 | 20 | 3 | 12 | 11 | 11
Cc1ccc(-c2ccc(/C=C(\C#N)C(N)=S)n2C)cc1 | -2 | 22 | -6 | 11 | 5 | -25 | 16 | 18 | 4
Cc1cc(C)n2nc(SCc3nnc(-c4ccccc4Br)o3)nc2n1 | 7 | 5 | 21 | 0 | 14 | 0 | -10 | -17 | 1
CC(C)c1ccc(/C=C(\NC(=O)c2ccccc2)C(=O)NCCCn2ccnc2)cc1 | -2 | 0 | 4 | -8 | 7 | 2 | -1 | 2 | -4
Cc1ccc(OCC(=O)Nc2ccccc2C(=O)NC2CC2)cc1C | 10 | -15 | 0 | 3 | 0 | 0 | 25 | 12 | 8
Cc1cc(Cl)c2oc(C(=O)NC(C)c3ccncn3)c(C)c2c1 (stereo not given) | -6 | 4 | -2 | -2 | 0 | 0 | 5 | 1 | 4
O=C(Cc1ccccc1)NC(c1ccco1)c1c(O)ccc2ccccc12 (stereo not given) | -5 | -90 | 14 | 11 | 20 | 0 | 3 | 10 | -7
COc1cc(/C=N/NC(=O)c2cccnc2)ccc1OC(=O)c1ccco1 | 0 | 8 | -1 | -3 | -1 | -1 | 4 | -12 | 5
CCN1C(=O)c2cccc3c(S(=O)(=O)N4CCNCC4)ccc1c23 | -2 | i | 13 | -15 | 31 | -44 | 20 | -4 | -7
Cc1[nH]c(=O)[nH]c(=O)c1CSc1nnc([C@H](CC(C)C)NC(=O)OC(C)(C)C)o1 | 1 | 25 | 5 | -8 | 4 | 3 | 6 | -1 | -1
O=C(CN(CC1CCCO1)S(=O)(=O)c1ccc(S(=O)(=O)NCC2CCCO2)cc1)Nc1ccccc1 (stereo not given) | -2 | 8 | -4 | -2 | -5 | 0 | 7 | -9 | -3
Cc1ccc(-c2csc(NC(=O)CSc3nc4ccccc4o3)n2)cc1 | -6 | 34 | 1 | 3 | -7 | 3 | -3 | 5 | 0
COc1ccc(C)cc1NC(=O)CSc1nnc(COc2ccc(Cl)cc2)n1Cc1ccco1 | -7 | 8 | 8 | -7 | 9 | -3 | 7 | 27 | -7
COc1ccc(Cn2c(=O)c3[nH]cnc3n(-c3ccccc3C)c2=O)cc1 | -3 | -1 | -2 | 11 | 10 | -8 | 4 | 5 | 1
CC(C)(C)c1ccc(C(=O)NC(=O)COC(=O)CCS(=O)(=O)c2ccccc2)cc1 | 7 | 21 | -1 | 6 | 6 | -1 | 4 | 3 | 6
CS(=O)(=O)c1ccc2nc(NC(=O)c3ccc(Cl)cc3)sc2c1 | -9 | -76 | 2 | -2 | 20 | 1 | 16 | -10 | 8
COc1ccc(N2C(=O)CCC(C(=O)N3CCOCC3)C2c2ccc(F)cc2)cc1 (stereo not given) | 13 | 8 | -3 | 10 | -8 | 0 | 14 | 2 | 4
COc1cccc(/C=N/n2cnnc2)c1OCc1ccccc1 | 4 | -233 | 7 | 17 | 3 | 3 | 2 | 4 | 9
Cc1cccc(N2CCN(C(=O)C(C)C)CC2)c1C | -6 | 20 | -1 | -20 | -5 | 0 | 6 | 21 | -12
CC(C)(C)c1ccc(C(=O)N2CCC3(CC2)NCCc2[nH]cnc23)cc1 | -1 | 5 | 6 | -6 | -15 | 0 | 13 | -3 | -3
CCCCCCCNC(=O)C1(CC2CC(c3cccc(Br)c3)=NO2)CCN(C(=O)Cc2ccc(F)cc2)CC1 (stereo not given) | -4 | 8 | 1 | -9 | 11 | 2 | 16 | 12 | -5
New compounds follow.
SMILES | SENP8 block-1 | SENP8 block-2 | HKDC1 inh | SENP6 block | PfG6PD inh | SENP1 inh | NLRP3 yeast inh | Apaf-1 inh | SENP7 block
Cc1cccc(C(=O)NNC(=O)c2ccccc2)c1 | -9 | -1 | -5 | -4 | -12 | 0 | -2 | 4 | -11
CN(C)S(=O)(=O)c1cccc(NC(=S)N/N=C/C(=O)c2ccccc2)c1 | -5 | 24 | -2 | -3 | 0 | 2 | 25 | -1 | -7
CN(c1ccc(F)cc1)S(=O)(=O)c1ccc2[nH]cc(C(=O)O)c(=O)c2c1 | -4 | -92 | -1 | 6 | -31 | -9 | 10 | 1 | -6
Cc1nn(-c2ccccc2)c(Cl)c1/C=N/Nc1nncc(=O)[nH]1 | -4 | 11 | -4 | -8 | -4 | 2 | 15 | -10 | -3
Fc1ccc(Br)cc1/C=N/n1cnnc1 | 1 | 21 | -2 | -17 | -9 | -1 | 2 | -7 | 3
O=C(CCSc1ccccc1)NCc1cccnc1 | -12 | 23 | -13 | 2 | 0 | 2 | 2 | 11 | -12
Cc1cc(C)n(-c2nc(NCc3cccnc3)c3c4c(sc3n2)COC(C)(C)C4)n1 | -2 | i | 28 | -3 | 36 | -2 | 3 | -16 | 5
COc1ccc(NC(=O)c2cc(-c3cc(OC)c(OC)c(OC)c3)nc3ccccc23)c(OC)c1 | 5 | -30 | -2 | 16 | 1 | 0 | -4 | 18 | 3
COc1ccc(-n2c(Cc3cccn3C)nnc2SCC(=O)Nc2ccc(F)cc2)cc1 | 3 | 1 | -3 | -3 | 6 | -4 | 2 | -5 | -2
Cc1cccc(NC(NC(=O)c2ccccn2)C(Cl)(Cl)Cl)c1 (stereo not given) | -7 | 16 | -2 | -6 | 14 | 2 | 4 | 9 | -5
O=C(NCCN1C(=O)S/C(=C\c2cccc(Cl)c2Cl)C1=O)C1=COCCO1 | -12 | 4 | 2 | -13 | 10 | -1 | 9 | 6 | -8
CCc1ccc(CN(C)C(=O)c2cc(S(=O)(=O)N3CCOCC3)ccc2N2CCCC2)cc1 | -7 | -3 | -4 | 1 | 15 | 3 | 18 | 13 | -6
C[C@@H]1CN([C@@H](C)CO)C(=O)c2cc(NC(=O)C3CC3)ccc2O[C@@H]1CN(C)C(=O)NC1CCCCC1 | 9 | -6 | 0 | 17 | -11 | 2 | -12 | 10 | -2
O=C1C=C(c2ccc(-c3ccccc3)cc2)C[C@@H](c2ccc(F)cc2)C1 | -7 | 5 | -2 | -2 | 7 | 0 | 8 | 17 | 6
COc1ccc(CNC(=O)NCCc2c[nH]c3ccccc23)cc1 | -6 | 15 | -1 | 0 | 1 | -1 | -28 | 4 | -5
CC1CCCC(NC(=O)CSc2nnnn2C)C1C (stereo not given) | 5 | 12 | -9 | -18 | -4 | 0 | 13 | -1 | 3
CCn1cc(Cl)c(C(=O)N2N=C3/C(=C/c4cccs4)CCCC3C2c2cccs2)n1 (stereo not given) | -2 | -68 | 6 | 1 | -2 | -1 | 13 | 22 | -7
Cn1ncc([N+](=O)[O-])c1C(=O)N/N=C/c1cccc([N+](=O)[O-])c1 | 1 | 18 | 0 | 0 | 57 | 4 | -1 | -13 | -4
O=S(=O)(c1ccc(Cl)cc1)N1CCN(c2ncccn2)CC1 | -6 | 1 | -5 | -6 | -17 | 1 | 39 | 6 | 3
O=C1/C(=C\c2ccc(O)c(O)c2)N=C2CCCCCN12 | -13 | -5 | 7 | -1 | -11 | 24 | 16 | -14 | -5
Cc1ccc(S(=O)(=O)Nc2cccc(S(=O)(=O)Nc3ccccc3C(=O)O)c2)c(C)c1 | -5 | -40 | 4 | -13 | -7 | 1 | -10 | 14 | -5
O=C1OCCN1N1CCOC1=O | nt | -13 | -1 | nt | 8 | -1 | nt | nt | nt
COc1ccc(C=O)cc1Cn1cnc2c(cnn2C)c1=O | -2 | 1 | -6 | -2 | -4 | 2 | 3 | -6 | 1
O=C(CN1CCc2ccccc2C1)Nc1ccccc1C(F)(F)F | -10 | 5 | -1 | -29 | -3 | 0 | 17 | 14 | -14
c1ccc2c(NCC3CCCO3)nc(N3CCCCC3)nc2c1 (stereo not given) | -1 | -432 | -10 | -9 | 5 | 2 | 0 | -18 | -2
The results go on:
SMILES | SENP8 block-1 | SENP8 block-2 | HKDC1 inh | SENP6 block | PfG6PD inh | SENP1 inh | NLRP3 yeast inh | Apaf-1 inh | SENP7 block
COc1cc(C#N)ccc1OCC(=O)c1ccc2c(c1)OCCO2 | 5 | 0 | -15 | 12 | -3 | 0 | -24 | 4 | 2
Cc1ccc(N2CCN(/N=C/c3c(C)nn(-c4ccccc4)c3Cl)CC2)cc1 | 7 | 4 | 13 | 7 | -10 | 1 | -6 | -7 | -2
Cc1ccc(C)c(NC(=S)N2CCC(NC(=O)c3cccc(F)c3)CC2)c1 | -2 | 8 | -7 | -14 | 4 | 1 | 6 | 8 | 7
O=C(COC(=O)c1ccccc1NS(=O)(=O)c1cc([N+](=O)[O-])ccc1Cl)c1ccccc1 | 0 | nt | nt | -12 | nt | nt | -9 | -10 | -12
CC(C)c1ccc(NC2CCCN(C(=O)CN3CCCC3=O)C2)cc1 (stereo not given) | 3 | 19 | 8 | 5 | 17 | 0 | -7 | 4 | 2
CC(Sc1nnc(C2CC2)n1C1CC1)C(=O)Nc1ccccc1C#N (stereo not given) | 0 | -2 | 0 | 2 | 17 | 1 | 4 | 1 | -4
CCn1c(COc2ccccc2Cl)nnc1SCC(=O)Nc1ncccc1C | 4 | 9 | -6 | 10 | -18 | 1 | 0 | 9 | 4
CC(C)NS(=O)(=O)c1ccc(OCC(=O)NCc2ccc3c(c2)OCO3)c(Cl)c1 | -8 | 2 | -1 | -1 | -8 | 0 | 22 | -2 | 5
Cc1c(C=O)c2ccccc2n1CCOc1ccccc1F | -1 | 2 | 1 | -20 | 32 | 1 | 7 | -7 | -4
COc1cccc(CN2CCNC(=O)C2CC(=O)NC2CCCC2)c1OC (stereo not given) | 6 | -36 | -2 | 0 | 2 | -7 | 7 | 16 | 10
CC(C)(C)c1cc(C(=O)Nc2ccc(F)cc2)n(Cc2ccc(F)cc2)n1 | 7 | 31 | 8 | -20 | 28 | 0 | 12 | 5 | 6
CC(C)NC(=O)c1ccccc1NC(=O)CCS(=O)(=O)Cc1ccccc1 | 3 | 5 | -7 | 8 | 2 | 1 | 13 | -25 | 10

Record cards, from the list above.
`Cc1ccc(N2CCN(/N=C/c3c(C)nn(-c4ccccc4)c3Cl)CC2)cc1` across the screens: SENP8 block-1 = 7; SENP8 block-2 = 4; HKDC1 inh = 13; SENP6 block = 7; PfG6PD inh = -10; SENP1 inh = 1; NLRP3 yeast inh = -6; Apaf-1 inh = -7; SENP7 block = -2
`CC(C)NS(=O)(=O)c1ccc(OCC(=O)NCc2ccc3c(c2)OCO3)c(Cl)c1` across the screens: SENP8 block-1 = -8; SENP8 block-2 = 2; HKDC1 inh = -1; SENP6 block = -1; PfG6PD inh = -8; SENP1 inh = 0; NLRP3 yeast inh = 22; Apaf-1 inh = -2; SENP7 block = 5

Screens deposited in PubChem by Sanford-Burnham Center for Chemical Genomics.
